Compound activity deposited in PubChem BioAssay by several laboratories.
eIF4E 4G PPI – eIF4E–eIF4G protein interaction inhibitors, primary screen, biochemical, uHTS, TR-FRET, eIF4GI fragment. Eukaryotic translation initiation factor 4E (Mus musculus) + Eukaryotic translation …. TR-FRET eIF4E-eIF4GI(517-606) binding, 2 h. inhibition, % at 21.7 µM. 220,000 compounds, 0.37% hits. AID 782, 2007;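 active means inhibition above about 30%, limit read from the data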;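 further: 0% = full FRET control wells and 100% = background wells lacking eIF4GI fragment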
TbHK1 inh – Trypanosoma brucei hexokinase 1 inhibitors, primary screen, biochemical, G6PDH-coupled NADH absorbance, MLSCN library | recombinant TbHK1, G6PDH-coupled NADH A340 | inhibition, % at 10 µM | 220,000 compounds, 0.11% hits | AID 1430, 2008;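 active means inhibition of 50% or more in the single-dose primary screen; inactive means inhibition below 50%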
Rad51 HR inh – human RAD51 strand exchange inhibitors, primary screen, biochemical, fluorescence. inhibition, % at 10 µM. 200,000 compounds, 0.085% hits. hRad51 DNA strand exchange, fluorescence dequenching. DNA repair protein RAD51 homolog 1 (Homo sapiens), Q06609;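 active means inhibition above 40% at the single screening dose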;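 further: 0% = DMSO control wells and 100% = blanks with heterologous ssDNA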
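material = hRad51 filaments on single-stranded DNA | reagent = Donor/quencher-labelled 47-bp dsDNA substrate | compound = 10 µM final, single point | schedule = strand-exchange reaction 15 min at room temperature | measured by = fluorescein emission 520 nm, excitation 485 nm | read-out basis = % inhibition versus plate control and blank means | benchmarks = plate controls and plate blanks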
m-calpain inh – inhibitors of pig calpain II, primary screen, biochemical, fluorogenic peptide substrate, 1536-well | inhibition, % at 16 µM | 220,000 compounds, 0.37% hits | purified calpain II, 30 min | AID 1236, 2008;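 active means inhibition above about 50%, limit read from the data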
EP2 modulator – EP2 receptor modulators, cAMP readout, primary screen, cell-based, HTRF cAMP, PGE2 stimulation; 260,000 compounds, 0.83% hits; AID 940, 2007; Prostaglandin E2 receptor EP2 subtype (Homo sapiens), P43116; induction, % at 25 µM; EP2-expressing cells, cAMP HTRF FRET, PGE2 co-stimulation;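 active means compounds whose cAMP rise, as percent of the full-agonist control response, exceeds 60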;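 further: rat C6 glioma line stably carrying human EP2 under a CMV promoter; the protocol text gives 20 µM as final concentration; 100% = response of wells given 1 µM PGE2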
14-3-3 Bad PPI – inhibitors of 14-3-3 zeta/Bad binding, primary screen, biochemical, TR-FRET, bovine 14-3-3 zeta. TR-FRET 14-3-3zeta/Dy647-pBad peptide displacement, 1 h. inhibition, % at 21.7 µM. 220,000 compounds, 0.71% hits. AID 781, 2007;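 active means inhibition above about 70%, limit read from the data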;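 further: 0% = full 14-3-3 plus peptide FRET controls and 100% = background without 14-3-3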
Hck Nef HTS – inhibitors of Nef-activated human Hck kinase, primary screen, biochemical, Z-Lyte FRET, 384-well, Hck-YEEI | Tyrosine-protein kinase HCK (Homo sapiens), P08631 | Recombinant Hck-YEEI plus Nef, Z-Lyte FRET kinase assay | inhibition, % at 20 µM | 220,000 compounds, 0.68% hits;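 active means Hck-Nef kinase inhibition above about 50%, limit read from the data; inactive means inhibition below that limit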;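 further: 0% = DMSO with Hck plus Nef and 100% = Hck alone without Nef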
PGE2 EP2 inh – human EP2 receptor antagonists, primary screen, TR-FRET cAMP, C6 glioma cells; inhibition, % at 25 µM; C6 glioma cells expressing human EP2; cells stimulated with saturating PGE2; Prostaglandin E2 receptor EP2 subtype (Homo sapiens), P43116; 260,000 compounds, 0.52% hits;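 active means percent inhibition above 40 after rounding to a whole number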;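 further: rat C6 glioma host cells with rolipram phosphodiesterase inhibitor present; the protocol text gives 20 µM as final concentration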
zVAD death inh – inhibitors of zVAD-triggered necroptosis, primary screen, L929 cells; L929 zVAD necroptosis rescue, ATP luminescence, 24 h; with zVAD 60 µM; viability rescue, % at 10 µM; 220,000 compounds, 0.38% hits;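 active means activation, scaled between plate controls, above about 75%, limit read from the data; inactive means activation under that limit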;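 further: 0% = zVAD with DMSO and 100% = DMSO alone without zVAD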
The depositor's hits bear a star; i = inactive; . = no result given; [ ] = dose if it differs, or a comment. The list is partial (hit frequency here may not be typical).

SMILES	eIF4E 4G PPI	TbHK1 inh	Rad51 HR inh	m-calpain inh	EP2 modulator	14-3-3 Bad PPI	Hck Nef HTS	PGE2 EP2 inh	zVAD death inh
Cn1c(CCNC(=O)c2ccco2)nc2cc(NC(=O)c3ccco3)ccc21	-7	2	8	-18	18	-9	1	3	0.0
CCOc1ccccc1NC(=O)CN(c1ccc(C)cc1)S(=O)(=O)c1c(C)noc1C	-6	-5	-1	5	38	0	-1	7	-0.1
CC1CCCCC1NC(=O)CN1CCN(Cc2ccccc2Cl)C1=O (stereo not drawn)	0[fluorescence artefact?]	3	.	-8	1	1	-16	4	.
Cc1ccc(N2CC(C(=O)N3CCN(C(=O)c4ccco4)CC3)CC2=O)cc1 (stereo not drawn)	4	1	2	-29	9	-8	1	7	-0.2
CCNc1c2c(nc3ccccc13)CC(C)(C)CC2=O	1	-22	0	-12	21	7	9	14	-0.8
COc1cccc(C(=O)Nn2c(C)nnc2-n2nc(C)cc2C)c1	2[fluorescence artefact?]	1	2	-15	21	9	9	3	-0.3
O=[N+]([O-])c1ccc(O)c(/C=N\N=C2c3ccccc3-c3ccccc32)c1	-5	-20	-4	-6	7	3	2	9	10
O=C(Nc1ccc(OC(F)(F)C(F)F)c(NC(=O)c2cccc(F)c2)c1)c1cccc(F)c1	12	-5	-4	-11	7	-5	-1	2	0.4
Cc1cccc(NC(=O)c2ccc(COc3cccc4ccccc34)o2)n1	2	-7	4	-5	-20	-6[fluorescence artefact?]	0	11	1.1
COc1cc(/C=C(\C#N)C(=O)Nc2ccc3ccccc3c2)c([N+](=O)[O-])cc1OC	4	-22	-8	-20	-9	0[fluorescence artefact?]	2	8	0.5
CCOC(=O)CSc1nnc(CSc2nc(C)cc(C)n2)n1Cc1ccco1	136*[fluorescence artefact?]	-6	-14	-4	5	11	0	7	0.7
O=C(Cn1c(=O)sc2ccccc21)NCCOc1ccccc1F	-2	-3	-4	-15	12	2	0	13	-0.2
CC(Sc1ccccc1)C(=O)Nc1ccc(N2CCOCC2)cc1 (stereo not drawn)	6[fluorescence artefact?]	-3	-6	12	-19	-12	2	5	-0.9
CC1(C)CC(=O)C2=C(C1)OC(N)=C(C#N)C2C1CC=CCC1 (stereo not drawn)	-1	4	.	-2	20	0	12	12	1.2
O=C1c2ccccc2C(O)N1c1cccnc1 (stereo not drawn)	-1	-5	2	-1	17	4	1	13	2.5
N#CC1=C(N)N2C(=C(C#N)C1c1ccc(Br)cc1)Nc1ccccc12 (stereo not drawn)	-2[fluorescence artefact?]	-3	-4	-23	-18	6	7	18	12
O=C(Cn1cnc([N+](=O)[O-])n1)N/N=C/c1ccccc1O	4	-2	-5	9	16	1[fluorescence artefact?]	1	10	0.5
Oc1ccc(/C=N/NC(=S)NCc2ccco2)cc1	11	-25	0	31	-7	-1	0	15	0.0
Cn1c(NC(=O)c2ccc(Cl)cc2Cl)cc(=O)n(C)c1=O	-3[fluorescence artefact?]	-3	1	-13	-4	-3	3	8	1.2
COc1ccc(C)cc1NC(=O)CSc1nnc(-c2ccc(C)cc2)o1	-1	1	4	15	9	5	3	3	0.5
CCNc1nc(NCC)n2c(SC(C)C(=O)c3ccc(C)cc3)nnc2n1 (stereo not drawn)	1	-2	-3	14	16	4	1	3	-1.2
C/C(CCc1ccccc1)=N\NC(=O)c1ccccc1[N+](=O)[O-]	1	-2	.	-15	41	6	4	15	0.7
CCN(CC)c1ccc(N2C(=O)c3ccccc3C2=O)cc1	-3	0	-1	-1	0	-15[fluorescence artefact?]	6	8	0.6
COC(=O)c1cccc(N(C(=O)c2cnccn2)C(C(=O)NCc2ccccc2)c2ccco2)c1 (stereo not drawn)	4	-3	0	-10	-19	7	1	12	0.0
CC(C)N(C(=O)COC(=O)c1ccccc1C(=O)c1ccc(Cl)c([N+](=O)[O-])c1)C(C)C	4	-7	5	-34	12	1	1	32	20
Following part:
SMILES	eIF4E 4G PPI	TbHK1 inh	Rad51 HR inh	m-calpain inh	EP2 modulator	14-3-3 Bad PPI	Hck Nef HTS	PGE2 EP2 inh	zVAD death inh
Nc1ccc(O)c(-c2nc3ccccc3s2)c1	0[fluorescence artefact?]	-12	-4	-8	-17	10[fluorescence artefact?]	6	33	18
COc1cc(/C=C2\SC(=S)N(Nc3ncc(C(F)(F)F)cc3Cl)C2=O)ccc1O	-12	-11	-12	-162	66*	-9[fluorescence artefact?]	3	7	0.1
O=C1OC(Nc2ccccn2)c2ccccc21 (stereo not drawn)	2	4	5	-20	2	3	-2	7	-0.1
CCOc1ccc(NC(=O)CSC2=NCCN2)cc1	-17	3	-7	20	-26	17[fluorescence artefact?]	0	4	5.1
Cc1ccccc1-n1cc(CNC(=O)CC2C(=O)NCCN2C/C=C/c2ccccc2)cn1 (stereo not drawn)	3	-2	.	-33	-6	1	3	9	0.5
CCOC(=O)N1CCN(c2nc(-c3ccc(OC)cc3)no2)CC1	11	-3	.	12	3	-12	2	5	-0.3
c1ccc2c(CSc3nnc(-c4ccncc4)o3)cccc2c1	11	1	0	12	20	78*	0	5	-0.1
COCC(=O)Nc1cc(Cl)ccc1C(F)(F)F	-1	1	19	-10	22	-4	8	9	-0.5
C=CCCC(=O)Nc1ccc(COC(=O)N2CCOCC2)cc1	9	1	-5	-6	11	-10	0	15	0.1
COc1ccc(C(=O)COC(=O)c2ccc(N(C)C)cc2)cc1	2	-10	23	-20	15	-6	3	3	-0.2
CCOC(=O)CC(=O)N/N=C/c1c(N)n(C)c(=O)n(C)c1=O	-2	-3	-2	11	-22	-4	-2	4	2.7
Cc1ccc(S(=O)(=O)CCC(=O)OCC(=O)Nc2ncc(Cl)cc2Cl)cc1	3	8	-8	-10	4	-8	1	12	0.2
COc1ccc(N2CCN(Cc3ccc(Br)s3)CC2)cc1	1	0	-4	-3	-2	80*	0	10	1.0
Cc1cc(C)c(C)c(S(=O)(=O)N2C(=S)NC(=O)C2C(C)C)c1C (stereo not drawn)	1	1	6	16	10	1[fluorescence artefact?]	-2	6	-0.9
O=C(CSC(=S)N1CCCC1)c1cc(Br)cc(Br)c1O	2	4	15	-23	-14	-16	26	8	2.0
O=c1[nH]c2ccc(S(=O)(=O)N3CCN(Cc4ccccc4)CC3)cc2[nH]c1=O	3	-10	-1	-5	20	-16	0	6	0.1
COC(=O)N/N=C/c1cccc(OCCSc2ccc(Cl)cc2)c1	8[fluorescence artefact?]	0	6	27	-3	1[fluorescence artefact?]	3	5	0.7
COC(=O)c1[nH]c2ccc(C)cc2c1NC(=O)CCN1CCN(C2CCCCC2)CC1	-6	-4	4	-226	-19	-3[fluorescence artefact?]	0	8	-0.5
O=c1[nH]c2cccnc2c2ccsc12	6	-18	1	-2	17	7	25	6	12
CC(C)(Oc1ccc(Cl)cc1)C(=O)NC1CCSC1=O (stereo not drawn)	-2	2	3	-8	10	4	14	4	-0.6
CCOC(=O)COc1nc(-c2ccc(C)cc2)cc(-c2ccco2)c1C#N	0	-33	2	-35	15	-3	7	6	1.2
Cc1cccc(N2C(=O)CC(N3CCN(Cc4ccc5c(c4)OCO5)CC3)C2=O)c1 (stereo not drawn)	4	1	-1	1	8	22	2	8	-0.1
COC(CNC(=O)c1cc(C(=O)c2c(-c3c(Cl)cccc3Cl)noc2C)c[nH]1)OC	2	0	1	17	-2	3	2	8	-0.1
CCn1c(CNc2ccc(OC)cc2)nnc1SCC(=O)Nc1ccc(F)cc1	3	4	7	-3	28	-11	10	8	-0.7
CNc1c([N+](=O)[O-])cnn1-c1ccc(Cl)cc1	2	-10	0	25	8	-3	1	4	0.0

Ordered by SMILES length (low to high): three of the compounds above.
SMILES	eIF4E 4G PPI	TbHK1 inh	Rad51 HR inh	m-calpain inh	EP2 modulator	14-3-3 Bad PPI	Hck Nef HTS	PGE2 EP2 inh	zVAD death inh
O=c1[nH]c2cccnc2c2ccsc12	6	-18	1	-2	17	7	25	6	12
CCOC(=O)COc1nc(-c2ccc(C)cc2)cc(-c2ccco2)c1C#N	0	-33	2	-35	15	-3	7	6	1.2
COC(CNC(=O)c1cc(C(=O)c2c(-c3c(Cl)cccc3Cl)noc2C)c[nH]1)OC	2	0	1	17	-2	3	2	8	-0.1

Remaining list, next part.
SMILES	eIF4E 4G PPI	TbHK1 inh	Rad51 HR inh	m-calpain inh	EP2 modulator	14-3-3 Bad PPI	Hck Nef HTS	PGE2 EP2 inh	zVAD death inh
Cc1ccc(SCC(=O)NC(=O)NCc2ccccc2)c(C)c1	2	4	12	21	50	-5	5	14	0.3
CC(=O)c1c(C)[nH]c(C(=O)OCc2ccccc2)c1C	3	5	-15	11	-4	1	-3	6	71
CCOC(=O)c1nn(-c2ccccc2)c(C(=O)OCC)c1N	-2	-10	-1	i	-9	9	1	6	0.0
Cc1ccc2c(c1)c(C)cc[n+]2Cc1ccccc1	-3	-6	4	-13	-3	2	3	5	0.0
Cc1ccc2nc(-c3ccccc3)c(CN3CCOCC3)n2c1	-1	-2	6	-27	3	-6	-4	6	2.4
O=C(Nc1ccc(OC(F)F)cc1)c1ncc(Cl)c(Cl)c1Cl	2	-2	-3	5	32	98*	22	2	3.4
COc1ccc(OC)c(-c2cc(C3CCN(C(=O)OC(C)(C)C)CC3)[nH]n2)c1	4	-13	.	-16	-26	5	10	4	6.4
N#CC1=C(N)N2C(=C(C#N)C13CCCC3)Nc1ccccc12	-2	3	-9	13	-41	-9	12	12	-1.1
O=C(NC(=S)Nc1ccc(Cl)cn1)C12CC3CC(CC(C3)C1)C2	2	9	5	32	1	-4	13	3	-0.1
O=C(N/N=C/c1c[nH]c2ccccc12)c1[nH]c2ccc(Br)cc2c1-c1ccccc1	4[fluorescence artefact?]	-18	-1	-157	-51	2	-18	12	-1.0
O=C(c1ccc(Cl)cc1)N1CCN(c2cc(=O)[nH]nc2-c2ccccc2)CC1	-1	-5	-5	-19	-6	-5	-1	5	-0.7
COc1ccc(/C=N/NC(=O)c2ccccc2O)cc1Cn1nnc2ccccc21	-3	-25	18	-3	-41	-8	12	8	0.2
O=C(C1CCOCC1)N1CCC(CO)(CCc2ccccc2)CC1	-1	1	.	14	-3	-10	-22	3	-0.1
O=C(CN1CCN(S(=O)(=O)c2ccc3ccccc3c2)CC1)Nc1ccc2c(c1)CCC2	-6[fluorescence artefact?]	23	0	1	-9	-12	5	6	1.4
O=C(c1nc2nc(-c3ccccc3)cc(C(F)(F)F)n2n1)N1CCCCC1	7	-22	-1	2	31	2	2	8	-0.3
Cc1ccc(C)c(SCC(=O)OCC(=O)Nc2ncc(C(F)(F)F)cc2Cl)c1	-2[fluorescence artefact?]	-1	-12	-5	15	-1[fluorescence artefact?]	2	9	1.5
O=C(O)c1cc(S(=O)(=O)Nc2ccc3c(c2)OCCO3)c(Cl)cc1Cl	2	2	-3	16	4	12	-1	8	3.2
